UBC9 SUMO inh: inhibitors of human SUMOylation (UBC9); P63279; HTRF SUMOylation assay, SAE1/SAE2 + UBC9, in vitro; inhibition, % at 35 µM; 290,000 tested, 0.36% active; AID 2006; in the data active means inhibition above about 50%, passing the limit was not always enough; further: strong numbers were not always called active
Target sequence (P63279 whole entry, looked up): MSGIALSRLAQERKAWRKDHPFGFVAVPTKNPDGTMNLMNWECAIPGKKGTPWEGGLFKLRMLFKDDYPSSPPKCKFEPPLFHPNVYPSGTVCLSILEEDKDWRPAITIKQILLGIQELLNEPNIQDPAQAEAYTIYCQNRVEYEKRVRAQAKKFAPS
CRFR2-BP ag: CRF-BP/CRF-R2 complex agonism; HEK293 CRF-R2/CRF-BP, calcium dye fluorescence (FLIPR); percent of saturating CRF peptide response; activation, % at 13.2 µM; 350,000 tested, 0.46% active; AID 588473;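 active means activation of at least 50%, plus an integration ratio under a set limit after plate pattern correction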;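 further: plate controls were neutral control wells without compound for no effect and CRF at EC100 for full effect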
NS3 helicase inh: blocks Hepatitis C virus NS3 helicase unwinding; NS3 helicase DNA unwinding, Cy5 molecular beacon fluorescence; inhibition, % at 10.9 µM; 290,000 tested, 0.56% active;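 active means inhibition above the mean of all tested compounds plus 3 SD, set per campaign, cut at about 35% in these data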;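 further: 0% = DMSO wells and 100% = thioflavine S control wells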
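test system = hepatitis C virus NS3 helicase domain fragment enzyme | reagent = annealed dual-labelled DNA beacon duplex, ATP-started | times = 1 h at 25 °C | detection = Cy5 fluorescence, 0 and 60 min reads | read-out basis = percent inhibition from t60/t0 fluorescence ratio | control set = DMSO and thioflavine S | replication = one well per compound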
FID counter: counter-screen for HCV NS3 helicase inhibitors: DNA intercalator displacement | DNA fluorescent intercalator displacement, fluorescence | 290,000 tested, 0.17% active | inhibition, % at 7.9 µM; in the data active means inhibition above about 37%;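 further: 0% = vehicle and 100% = reference compound; higher means more ethidium bromide displaced from hairpin DNA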
MEKK2 WT-MEK5: raises or lowers MEK5 binding to wildtype human MEKK2 PB1 domain. Q9Y2U5. bead flow cytometry, Alexa488-MEK5 binding to MEKK2 WT; actives lie on both sides. binding response (% of control), % at 10 µM. 290,000 tested, 1.1% active. AID 1531; in the data active means binding response below about 67% or above about 130%
MEKK2 mut-MEK5: signal of MEK5 binding to mutant human MEKK2 PB1 domain | 290,000 tested, 0.35% active | percent response, % at 10 µM | bead flow cytometry, Alexa488-MEK5 binding to MEKK2 mutant; in the data active means percent response above about 24%, passing the limit was not always enough; further: inactives centre near 1; some results filed as inactive read as strong as hits
GalR3 antagonist: antagonists of human GalR3 | 360,000 tested, 0.44% active | O60755 | HEK293 GalR3-CNG cAMP membrane potential fluorescence; galR3 body fused to GalR1 C-terminus | inhibition, % at 3 µM;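 active means inhibition above the screen-wide average plus 3 SD, cut at about 13% in these data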;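 further: forskolin and galanin both at EC90 stimulate the cells; cAMP rise reported by CNG channel membrane potential dye signal; 0% = forskolin plus galanin with DMSO and 100% = forskolin alone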
MEKK3 PB1 HTS: raises or lowers MEK5 binding to the human MEKK3 PB1 domain | Q99759 | bead-based flow cytometry, Alexa488-MEK5 binding to MEKK3; actives lie on both sides; 0 = blocked by unlabeled MEK5, 100 = vehicle | binding response (% of control), % at 10 µM | 290,000 tested, 1.4% active | AID 1529;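 active means binding response more than 3 SD above or below the average of its plate-row segment, actives on both sides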;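 further: Alexa488 bead fluorescence after subtracting the streptavidin-only scavenger bead signal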
Target sequence (Q99759 whole entry, looked up, the tested form may be a part): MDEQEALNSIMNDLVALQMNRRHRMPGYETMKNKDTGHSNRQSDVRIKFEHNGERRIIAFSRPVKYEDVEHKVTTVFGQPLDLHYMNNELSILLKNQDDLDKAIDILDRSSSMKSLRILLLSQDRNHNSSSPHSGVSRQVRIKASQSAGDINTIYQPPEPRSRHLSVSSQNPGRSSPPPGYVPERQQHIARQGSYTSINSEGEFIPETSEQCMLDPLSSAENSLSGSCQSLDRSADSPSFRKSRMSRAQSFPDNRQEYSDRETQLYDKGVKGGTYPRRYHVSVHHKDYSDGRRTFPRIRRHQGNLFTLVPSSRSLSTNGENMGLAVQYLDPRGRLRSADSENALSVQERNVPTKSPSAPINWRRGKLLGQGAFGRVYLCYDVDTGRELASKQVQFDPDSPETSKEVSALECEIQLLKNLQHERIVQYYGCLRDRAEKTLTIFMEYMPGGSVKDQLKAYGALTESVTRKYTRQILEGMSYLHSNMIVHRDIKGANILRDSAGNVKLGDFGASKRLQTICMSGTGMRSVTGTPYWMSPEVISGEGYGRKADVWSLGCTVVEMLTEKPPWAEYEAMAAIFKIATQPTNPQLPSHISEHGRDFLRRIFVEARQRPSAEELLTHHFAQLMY
CRFR2-BP antag: blocks CRF-induced signaling of the CRF-BP/CRF-R2 complex; inhibition, % at 11.8 µM; 350,000 tested, 0.59% active; AID 588475; HEK293 CRF-R2/CRF-BP, CRF-induced calcium fluorescence;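 active means inhibition of the ligand-induced calcium signal above about 50% at the single tested concentration, limit read from the data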
Active calls of the source: *; x = not tested or not shown. A portion of the library (hit frequency here may not be typical).

SMILES	UBC9 SUMO inh	CRFR2-BP ag	NS3 helicase inh	FID counter	MEKK2 WT-MEK5	MEKK2 mut-MEK5	GalR3 antagonist	MEKK3 PB1 HTS	CRFR2-BP antag
CCOc1ccc(S(=O)(=O)N(CC(=O)NC2CCCCC2C)Cc2ccco2)cc1 (stereo unspecified)	-9	-0.7	7	-3	103	-2	-2	102	-4
CCC(C)(C)NC(=O)C(NS(=O)(=O)c1cccs1)c1ccccc1 (stereo unspecified)	19	-2.9	-7	-10	98	6	-9	98	2
CCOC(=O)C1CCCCN1C(=O)CCc1c(C)nc2ncnn2c1C (stereo unspecified)	2	0.8	-5	-2	90	-5	-5	96	6
COc1ccc(CNC(=O)C(=O)NCC2OCCCN2S(=O)(=O)c2cccs2)cc1 (stereo unspecified)	-14	-1.5	-5	-23	98	0	-2	101	-11
Cc1ccc(S(=O)(=O)Nc2nc(C)cc(NN)n2)cc1	2	-1.3	4	-30	90	-6	-1	95	-2
COc1cccc(CNC(=O)CCC2CCCN(C(=O)c3ccoc3)C2)c1 (stereo unspecified)	-3	-2.3	9	-17	99	1	1	97	2
Cc1occc1C(=O)Nc1c(F)cc(F)cc1Br	5	-1.4	6	1	99	-3	-5	95	20
O=C(N/N=C/c1ccc(F)cc1)c1ccncc1	-1	0.6	5	0	96	5	-10	97	-2
O=C(Cc1cnc2ncnn2c1)N1CCc2c([nH]c3ccccc23)C1c1ccccc1F (stereo unspecified)	10	-0.6	3	-16	91	-7	0	104	0
O=C(Nc1cccnc1Cl)c1cc([N+](=O)[O-])ccc1Cl	12	-0.6	-2	-6	67	-13	-4	74	5
COc1ccc([N+](=O)[O-])cc1N(CC(O)Cn1nnc2ccccc21)S(=O)(=O)c1ccc(C)cc1 (stereo unspecified)	15	-1.8	-8	-19	76	-10	3	76	67*
Cc1ncccc1C(=O)N1CCCC(CCC(=O)N2CCN(c3ccccn3)CC2)C1 (stereo unspecified)	7	-2.0	5	-19	98	0	-5	98	5
O=C(/C=C/c1cccs1)NC(=S)NNC(=O)Cc1cccs1	-31	12	2	-11	108	4	-1	108	3
CCN(CC)CCNCC(=O)Nc1ccc(Oc2ccccc2)cc1	21	1.3	6	23	121	7	2	109	-12
O=C(Nc1ccon1)Nc1cc(Cl)ccc1Cl	2	0.1	2	-7	99	4	-3	98	-2
COc1ccc(Cc2nnc(NC(=O)Nc3ccccc3F)s2)cc1OC	19	1.1	-1	-30	105	2	-10	106	-19
COc1ccc(S(=O)(=O)N2CCCCCC2)cc1N(C)S(=O)(=O)c1ccccc1	-11	-0.6	-4	-23	97	5	-5	99	38
Nc1cc2c(cc1[N+](=O)[O-])OCCOCCOCCO2	5	-3.6	-2	1	98	-5	-3	106	0
Clc1ccc(Nc2nc(N3CCOCC3)nc(N3CCOCC3)n2)cc1Cl	-14	-0.2	17	-5	100	-2	-4	98	-6
CN(Cc1ccccc1)C(=O)COC(=O)c1ccc2c(c1)OCO2	15	-0.4	-20	-19	95	-4	0	97	7
O=C(Oc1ccccc1Cl)c1ccccc1P(=O)(O)O	22	-1.2	8	3	108	6	-3	108	-4
CC(CNC(=O)C1CCCCC1)NC(=O)C1CCCCC1 (stereo unspecified)	-9	0.6	4	1	97	2	-3	100	16
CCOc1nc2cnccc2n(CC(=O)Nc2ccccc2F)c1=O	2	0.6	-1	-2	100	4	3	100	7
CCOC(=O)c1ccccc1NC1CC(=O)N(c2ccccc2C)C1=O (stereo unspecified)	22	0.7	4	-15	105	3	-5	105	-15
CCOC(=O)c1ccc(N/C=C/C(=O)c2ccc(OC)cc2)cc1	7	-0.7	1	0	93	-3	-3	103	-5

Three entries already listed, arranged by count of non-hydrogen atoms, descending:
SMILES	UBC9 SUMO inh	CRFR2-BP ag	NS3 helicase inh	FID counter	MEKK2 WT-MEK5	MEKK2 mut-MEK5	GalR3 antagonist	MEKK3 PB1 HTS	CRFR2-BP antag
O=C(Cc1cnc2ncnn2c1)N1CCc2c([nH]c3ccccc23)C1c1ccccc1F (stereo unspecified)	10	-0.6	3	-16	91	-7	0	104	0
CN(Cc1ccccc1)C(=O)COC(=O)c1ccc2c(c1)OCO2	15	-0.4	-20	-19	95	-4	0	97	7
O=C(Nc1ccon1)Nc1cc(Cl)ccc1Cl	2	0.1	2	-7	99	4	-3	98	-2

Later entries.
SMILES	UBC9 SUMO inh	CRFR2-BP ag	NS3 helicase inh	FID counter	MEKK2 WT-MEK5	MEKK2 mut-MEK5	GalR3 antagonist	MEKK3 PB1 HTS	CRFR2-BP antag
O=c1[nH]c2cccc(F)c2n2cccc12	-5	1.4	-4	-1	105	2	-9	103	-51
CC(=O)Nc1ccc(NC(=O)CSc2nnnn2-c2ccc3c(c2)OCCO3)cc1	3	-1.9	2	8	97	-4	-5	101	14
Cc1cccc(N2C(=O)CS/C2=N\NC(=O)c2ccc(Cl)cc2)c1C	10	-1.3	5	-5	106	4	-4	105	-17
Cc1c(-c2ccc(/C=N/NC(=O)C(=O)Nc3ccccc3F)o2)cccc1[N+](=O)[O-]	6	3.6	5	-1	86	-30	-1	84	-15
CC1(C)OC(=O)C(=CNCCc2ccc(O)cc2)C(=O)O1	17	-3.1	15	2	97	4	-2	110	4
CCCNC(=O)c1c(C)cc(=O)oc1C	4	3.0	1	3	108	6	-2	106	-18
Cc1ccc(C(=O)N/C(=C/c2cccc([N+](=O)[O-])c2)C(=O)NC(C)C)cc1	8	-1.7	6	2	105	26	-4	105	2
COCC(=O)N(Cc1cc2cc(C)ccc2[nH]c1=O)c1ccc(C)c(C)c1	-3	2.1	11	-34	100	0	-6	107	-17
O=S(=O)(c1cccc(C(F)(F)F)c1)N1CCN(c2nnnn2-c2ccccc2)CC1	-42	3.5	-23	-1	99	6	-6	97	-19
CNc1nc(-c2c(C)[nH]c3ccc(OC)cc23)cs1	26	8.4	14	2	97	2	-10	97	88*
CC(Oc1ccc2c3c(c(=O)oc2c1)CCCC3)C(=O)NC1CC(C)(C)NC(C)(C)C1 (stereo unspecified)	x	-1.4	-1	24	105	1	-4	100	1
Cc1ccc2nc(N(CCCN(C)C)C(=O)c3cc(-c4cccs4)nc4ccccc34)sc2c1	-9	3.3	-41	36	228*	73*	-5	116	-20
Nc1c(C(=O)NCc2ccc(Cl)cc2)sc2nc3c(c(C(F)(F)F)c12)CCC3	21	16	-4	-8	100	2	-7	102	-23
O=C(Nc1cc(S(=O)(=O)N2CCOCC2)ccc1N1CCOCC1)c1ccc(S(=O)(=O)N2CCCCC2)cc1	-8	1.4	-9	-47	61	-14	-3	65	-4
Cc1c(NC(=O)CSc2nnc(-c3ccco3)n2-c2ccccc2)c(=O)n(-c2ccccc2)n1C	-3	1.0	-4	-19	100	4	0	96	18
COc1cc(Cc2nccc3cc(OC)c(OC)cc23)c(NC(C)=O)cc1OC	5	0.8	-2	-10	101	-1	2	98	12
O=C(CSc1nnc(-c2ccncc2)n1Cc1ccco1)Nc1nc(-c2ccccc2)cs1	20	0.1	-3	-6	112	8	-5	106	-4
COc1cccc(-c2nn[nH]n2)c1O	39	-0.4	2	-2	93	-2	-2	94	32
COc1ccccc1C(=O)Nc1ccc2nc3n(c(=O)c2c1)CCCC3	12	-2.0	14	-21	105	7	-12	103	3
COC(=O)C1=C(C)N(Cc2ccccc2)C(=NCc2ccccc2)N[C@H]1c1cccc(F)c1	4	3.9	-144	30	137*	35*	-8	109	-5
NC1=NC(=Nc2cccc(Cl)c2)c2ccccc21	-8	-3.7	-3	-2	96	-1	-3	96	-20
CCCCc1nnc(NC(=O)CCSc2ccccc2)s1	17	-0.3	-4	-10	103	1	-6	99	-40
COc1ccc(NC(C)C(=O)Nc2cc(C(F)(F)F)ccc2N2CCOCC2)c(OC)c1 (stereo unspecified)	-20	0.7	-7	-24	99	-2	-7	97	-8
Cc1cc(C(F)(F)F)nc(SCC(=O)Nc2c(C)n(C)n(-c3ccccc3)c2=O)n1	8	-1.1	-4	-13	97	3	-9	101	10
Cc1cc(C)n(-c2ccc(S(N)(=O)=O)cc2[N+](=O)[O-])n1	8	0.7	3	-3	x	x	1	x	-9

Records listed so far printed as active in MEKK2 mut-MEK5.
SMILES	UBC9 SUMO inh	CRFR2-BP ag	NS3 helicase inh	MEKK2 WT-MEK5	MEKK2 mut-MEK5	GalR3 antagonist	MEKK3 PB1 HTS	CRFR2-BP antag
Cc1ccc2nc(N(CCCN(C)C)C(=O)c3cc(-c4cccs4)nc4ccccc34)sc2c1	-9	3.3	-41	228*	73*	-5	116	-20
COC(=O)C1=C(C)N(Cc2ccccc2)C(=NCc2ccccc2)N[C@H]1c1cccc(F)c1	4	3.9	-144	137*	35*	-8	109	-5

Gathered by group: those above with an aryl thioether with sulfur outside any ring
SMILES	UBC9 SUMO inh	CRFR2-BP ag	NS3 helicase inh	FID counter	MEKK2 WT-MEK5	MEKK2 mut-MEK5	GalR3 antagonist	MEKK3 PB1 HTS	CRFR2-BP antag
CC(=O)Nc1ccc(NC(=O)CSc2nnnn2-c2ccc3c(c2)OCCO3)cc1	3	-1.9	2	8	97	-4	-5	101	14
Cc1c(NC(=O)CSc2nnc(-c3ccco3)n2-c2ccccc2)c(=O)n(-c2ccccc2)n1C	-3	1.0	-4	-19	100	4	0	96	18
O=C(CSc1nnc(-c2ccncc2)n1Cc1ccco1)Nc1nc(-c2ccccc2)cs1	20	0.1	-3	-6	112	8	-5	106	-4
CCCCc1nnc(NC(=O)CCSc2ccccc2)s1	17	-0.3	-4	-10	103	1	-6	99	-40
Cc1cc(C(F)(F)F)nc(SCC(=O)Nc2c(C)n(C)n(-c3ccccc3)c2=O)n1	8	-1.1	-4	-13	97	3	-9	101	10

Next entries.
SMILES	UBC9 SUMO inh	CRFR2-BP ag	NS3 helicase inh	FID counter	MEKK2 WT-MEK5	MEKK2 mut-MEK5	GalR3 antagonist	MEKK3 PB1 HTS	CRFR2-BP antag
COc1ccc(C(=O)NN=C(Cc2ccccc2)Cc2ccccc2)cc1OC	14	-5.0	-7	-11	91	-2	2	91	5
CN(C)c1nc(NCc2ccccc2)nc(N/N=C/c2ccc3c(c2)OCO3)n1	0	-0.2	-78	-16	96	-2	-2	97	-12
CC(C)n1nc(C(=O)OCC(=O)c2c[nH]c3ccccc23)c2ccccc2c1=O	-11	0.8	-4	0	103	5	-5	107	-19
O=C(C1CCC1)N1CCc2cc(S(=O)(=O)N3CCN(c4ccccn4)CC3)ccc21	6	-0.6	-2	-20	109	5	x	106	6
COc1ccc(/C=C2\N=C3CCCCCN3C2=O)cc1	-14	-1.2	14	-17	103	0	0	104	-1
COC(=O)CC1C(=O)NCCN1C(=O)c1ccc2oc(C(C)C)nc2c1 (stereo unspecified)	10	0.0	-4	-6	99	0	-7	100	16

Assay outcomes as filed in PubChem.
